From PubChem
OXTR potentiate = human OXTR potentiation; P30559; CHO-OTR cells, Fluo-8 calcium fluorescence, potentiator mode; 0% = oxytocin EC15, 100% = EC100; activation, % at 3 µM; actives 0.061% (n = 320,000); AID 2445;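 active = activation above that plate's cutoff, the mean activation of tested compounds plus 3 SD, cut at about 6.6% in these data, passing the limit was not always enough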;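 note: 100% uses oxytocin at 75 nM as the full agonist control; some results filed as inactive read as strong as hits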
Target sequence (P30559 whole entry, looked up): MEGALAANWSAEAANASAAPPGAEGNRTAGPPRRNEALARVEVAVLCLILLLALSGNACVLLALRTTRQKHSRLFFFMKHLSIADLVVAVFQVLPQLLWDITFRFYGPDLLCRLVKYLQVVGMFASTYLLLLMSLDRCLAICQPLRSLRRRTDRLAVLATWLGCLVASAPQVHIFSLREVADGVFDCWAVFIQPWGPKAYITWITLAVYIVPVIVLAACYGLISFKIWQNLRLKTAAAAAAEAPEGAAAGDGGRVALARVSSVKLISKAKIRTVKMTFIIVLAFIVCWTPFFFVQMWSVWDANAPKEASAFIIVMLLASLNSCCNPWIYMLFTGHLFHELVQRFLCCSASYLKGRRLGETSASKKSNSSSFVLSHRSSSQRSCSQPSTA
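Assay system: CHO-OTR cells, human receptor / Also added: oxytocin at about EC15, sub-maximal agonist stimulus / Dosing: single dose, 3.0 µM nominal final compound concentration / Incubation: 6 min pre-incubation, 100 s read / Technique: Fluo-8 calcium dye fluorescence / Read-out: % activation vs EC15 and EC100 oxytocin / Benchmarks: EC15 oxytocin low, 75 nM oxytocin high / Replicates: singlicate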
CHRM1 agonist = human M1 muscarinic receptor agonism | P11229 | CHO-K1 hM1, Fluo-8 calcium fluorescence, agonist mode; 0% DMSO, 100% acetylcholine EC100 | activation, % at 3 µM | actives 0.33% (n = 360,000) | AID 588814;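 active = activation above the run's mean compound activation plus 3 SD, cut at about 16% in these data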;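 note: peak over basal fluorescence ratio within a 140 s kinetic read after compound addition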
Target sequence (P11229 whole entry, looked up): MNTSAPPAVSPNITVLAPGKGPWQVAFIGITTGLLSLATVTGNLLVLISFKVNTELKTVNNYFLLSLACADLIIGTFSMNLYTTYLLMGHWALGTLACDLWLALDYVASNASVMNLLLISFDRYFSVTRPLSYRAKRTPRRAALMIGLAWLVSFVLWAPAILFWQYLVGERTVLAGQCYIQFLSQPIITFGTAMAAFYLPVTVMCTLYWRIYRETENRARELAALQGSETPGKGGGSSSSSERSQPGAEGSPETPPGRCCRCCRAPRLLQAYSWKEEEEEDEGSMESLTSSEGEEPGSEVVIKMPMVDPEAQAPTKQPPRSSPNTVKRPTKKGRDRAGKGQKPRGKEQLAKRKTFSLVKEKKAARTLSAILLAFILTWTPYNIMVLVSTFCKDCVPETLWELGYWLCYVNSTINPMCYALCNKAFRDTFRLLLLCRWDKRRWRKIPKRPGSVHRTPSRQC
CHRM1 PAM = positive allosteric modulators of human M1 muscarinic receptor. CHO-K1 hM1, Fluo-8 calcium fluorescence, ACh EC20; 0% = ACh EC20, 100% = maximal ACh. actives 0.088% (n = 360,000). activation, % at 3 µM. P11229. AID 588819; in the data active = activation above about 19%, passing the limit was not always enough
CHO-K1 Ca antag = nonselective inhibitor or artifact in parental CHO-K1 cells; ATP-induced calcium, Fluo-8 fluorescence; inhibition, % at 3 µM; actives 0.6% (n = 360,000); AID 602250;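 active = inhibition above a per-plate cutoff, the plate's mean sample inhibition plus 3 SD, cut at about 24% in these data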;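 note: 0% = DMSO plus EC80 ATP and 100% = DMSO alone without ATP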
CHRM4 antagonist = CHRM4 antagonism in calcium assay. P08173. CHO-hM4 cells, ACh EC80, Fluo-8 calcium fluorescence. inhibition, % at 3 µM. actives 0.73% (n = 360,000). AID 624125;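 active = inhibition above its plate's cutoff, the mean inhibition of sample wells plus 3 SD, cut at about 27% in these data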;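 note: 0% = acetylcholine EC80 with DMSO and 100% = DMSO without agonist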
M1 ag parental = counter-screen for M1 agonists: effect in parental CHO-K1 cells; AID 602248; actives 0.48% (n = 360,000); activation, % at 3 µM; Fluo-8 calcium fluorescence; scaled to maximal ATP response, vehicle zero; in the data active = activation above about 15%;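 note: untransfected CHO-K1 host cells lacking M1 receptor as counterscreen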
CHRM1 antagonist = antagonists of human M1 muscarinic receptor. P11229. CHO-K1 hM1, Fluo-8 calcium fluorescence, ACh EC80 antagonist. inhibition, % at 3 µM. actives 1.3% (n = 360,000);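 active = percent inhibition above its own plate's cutoff, namely the mean of that plate's compound wells plus 3 SD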;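 note: peak over basal fluorescence ratio during 140 s after agonist addition; 0% = ACh EC80 plus DMSO and 100% = DMSO alone without agonist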
CHRM4 agonist = CHRM4 agonism in calcium assay; CHO-K1 hM4/Gqi5, Fluo-8 calcium fluorescence; vehicle 0%, full acetylcholine response 100%; activation, % at 3 µM; actives 0.14% (n = 360,000); AID 624127;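 active = activation above the run mean over all test wells plus 3 SD, cut at about 32% in these data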;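 note: peak over basal fluorescence ratio per well then scaled between controls; 0% = DMSO wells and 100% = acetylcholine at EC100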
CHO parental Ca = counter-screen: ATP calcium response change in parental CHO cells; parental CHO-K1, ATP-induced calcium, Fluo-8 fluorescence; inhibition, % at 5.6 µM; actives 0.63% (n = 330,000); AID 463079;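 active = inhibition above that plate's mean sample inhibition plus 3 SD, cut at about 26% in these data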;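 note: 0% = ATP-challenged DMSO wells and 100% = DMSO wells without ATP; some compounds past the cut are filed as inactive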
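Test system: parental CHO cells; detection: calcium-sensitive Fluo-8 fluorescence; evaluation: percent inhibition of calcium signal; also added: ATP as calcium-mobilizing challenge; repeats: one well per compound; control set: ATP-challenged DMSO wells low, unchallenged DMSO wells high; compound: single nominal dose of 5.6 µM per compound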
* hit, by the source's call; · = not tested or not shown.

Sample of the layout (4 entries):
entry | molecule | CHRM4 agonist | CHO-K1 Ca antag | CHRM1 agonist | CHRM4 antagonist | M1 ag parental | CHRM1 PAM | CHRM1 antagonist | CHO parental Ca | OXTR potentiate
1 | COc1cc(C(F)(F)F)c(C(=O)N(C)c2ccc(Cl)cc2)cn1 | 1 | -5 | 0 | 2 | -0.1 | 16 | -17 | -15 | -1
2 | COc1cc(OC)cc(C(=O)N2CCCC(c3nc(-c4ccc(C)o4)no3)C2)c1 (stereo not given) | 2 | -16 | -4 | -6 | 0.6 | 12 | -5 | -5 | -1
3 | O=C(Nc1cccc(S(=O)(=O)N2CCOCC2)c1)c1c2c(nc3ccccc13)CCC2 | 1 | -6 | -9 | 10 | 0.6 | 12 | -17 | -15 | -1
4 | Cc1ccc(C(=O)COC(=O)c2cnccn2)cc1[N+](=O)[O-] | 1 | -14 | -2 | -12 | -0.2 | 12 | -5 | 11 | -15

All compounds of this part, from the first entry:
entry | molecule | CHRM4 agonist | CHO-K1 Ca antag | CHRM1 agonist | CHRM4 antagonist | M1 ag parental | CHRM1 PAM | CHRM1 antagonist | CHO parental Ca | OXTR potentiate
1 | COc1cc(C(F)(F)F)c(C(=O)N(C)c2ccc(Cl)cc2)cn1 | 1 | -5 | 0 | 2 | -0.1 | 16 | -17 | -15 | -1
2 | COc1cc(OC)cc(C(=O)N2CCCC(c3nc(-c4ccc(C)o4)no3)C2)c1 (stereo not given) | 2 | -16 | -4 | -6 | 0.6 | 12 | -5 | -5 | -1
3 | O=C(Nc1cccc(S(=O)(=O)N2CCOCC2)c1)c1c2c(nc3ccccc13)CCC2 | 1 | -6 | -9 | 10 | 0.6 | 12 | -17 | -15 | -1
4 | Cc1ccc(C(=O)COC(=O)c2cnccn2)cc1[N+](=O)[O-] | 1 | -14 | -2 | -12 | -0.2 | 12 | -5 | 11 | -15
5 | C[C@@H]1CN([C@H](C)CO)C(=O)CCCn2cc(nn2)CO[C@H]1CN(C)C(=O)c1cc(-c2ccccc2)on1 | 0 | -3 | -3 | -9 | 0.0 | 2 | 10 | · | ·
6 | CCOC(=O)N1CCN(c2ccc(C(C)=O)cc2F)CC1C (stereo not given) | 3 | 7 | -7 | 3 | 2.2 | -8 | 4 | 3 | -8
7 | CN(CCOc1ccccc1Cl)Cc1ccccc1 | 0 | 0 | -7 | 4 | 0.2 | 3 | 5 | -12 | -15
8 | CCOc1ccccc1-n1c(SCC(=O)N(C(C)C)C(C)C)nnc1-c1cccnc1 | 1 | -6 | 0 | -4 | 0.4 | 4 | -3 | -19 | -11
9 | C[C@@H]1CN([C@@H](C)CO)C(=O)CCCn2nncc2CO[C@@H]1CN(C)C(=O)c1ccc(N2CCN(C)CC2)cc1 | 1 | -7 | -9 | 6 | 0.4 | 1 | -7 | · | ·
10 | O=C(CC1Nc2cccc3cccc(c23)NC1=O)Nc1ccc(F)cc1 (stereo not given) | 7 | -9 | -3 | 8 | 3.5 | 13 | -15 | -3 | -11

Compound profiles, from the list above. Values in the order: CHRM4 agonist, CHO-K1 Ca antag, CHRM1 agonist, CHRM4 antagonist, M1 ag parental, CHRM1 PAM, CHRM1 antagonist, CHO parental Ca, OXTR potentiate
Results for Cc1ccc(C(=O)COC(=O)c2cnccn2)cc1[N+](=O)[O-] → 1, -14, -2, -12, -0.2, 12, -5, 11, -15
Results for COc1cc(C(F)(F)F)c(C(=O)N(C)c2ccc(Cl)cc2)cn1 → 1, -5, 0, 2, -0.1, 16, -17, -15, -1
Results for CCOc1ccccc1-n1c(SCC(=O)N(C(C)C)C(C)C)nnc1-c1cccnc1 → 1, -6, 0, -4, 0.4, 4, -3, -19, -11

Next part
entry | molecule | CHRM4 agonist | CHO-K1 Ca antag | CHRM1 agonist | CHRM4 antagonist | M1 ag parental | CHRM1 PAM | CHRM1 antagonist | CHO parental Ca | OXTR potentiate
11 | C=CCNC(=O)CCNS(=O)(=O)c1ccc(Br)cc1 | 0 | 8 | -5 | -5 | 0.5 | 0 | 4 | -6 | -1
12 | CCCCCCCCN1C(=O)[C@H](CC(=O)NCCCC)C[C@@]2(C(=O)OCC)CCCC=C12 | -1 | -18 | · | -16 | -1.1 | · | · | · | ·
13 | COc1ccc(CC(=O)Nc2ccc(-c3noc(-c4cc(OC)c(OC)c(OC)c4)n3)cc2)cc1 | 2 | -5 | 2 | 0 | 0.6 | -1 | -31 | -11 | -1
14 | COc1cccc(NC(=O)CSc2nccn(-c3ccc4c(c3)OCCO4)c2=O)c1 | 10 | 3 | -1 | -4 | 0.1 | 10 | -2 | -6 | -12
15 | COc1ccc(OC(=O)Nc2ccc([N+](=O)[O-])cc2OC)cc1 | 1 | -5 | -2 | -9 | 0.8 | 3 | 2 | -13 | -11
16 | CC(C)n1nnnc1C1c2ccccc2C(=O)N1Cc1cccc(F)c1 (stereo not given) | 0 | -23 | · | -6 | 0.3 | · | · | · | ·
17 | CC(C)(C)c1ccc(OCCCC(=O)Nc2cccc(S(=O)(=O)N3CCOCC3)c2)cc1 | 15 | 14 | -3 | 13 | 10 | -7 | 20 | · | ·
18 | CC(C)(C)S(=O)(=O)N1Cc2cc(CO)cc(CCO)c2[C@H]1CCO | 0 | -10 | -4 | -1 | 0.4 | 4 | -7 | · | ·
19 | CC1CCN(C(=O)CSc2nnc3c(n2)[nH]c2ccc(F)cc23)CC1 | 2 | -16 | -4 | 3 | 3.6 | 5 | -10 | -16 | -4
20 | COc1ccc(-n2c(O)c(/C=N/Nc3nc(C)cc(C)n3)c3ccccc3c2=O)cc1OC | 3 | 2 | -1 | -3 | 0.3 | -6 | 9 | -5 | -4
21 | COc1ccccc1NC(=O)Cn1cnc2c(cnn2-c2ccc(C)c(C)c2)c1=O | 4 | -4 | -1 | 3 | 1.1 | 2 | 9 | -16 | -11
22 | Cc1cccc(C)c1NC(=O)N1CC=C(n2c(=O)[nH]c3ccccc32)CC1 | 1 | -1 | -4 | -9 | 1.1 | 5 | -6 | -10 | -6
23 | COC(=O)CCCC(=O)NC1CCCN(C2Cc3ccccc3C2)C1 (stereo not given) | 0 | -8 | -6 | 0 | -0.4 | 3 | -11 | -17 | -6
24 | O=C(NCc1ccc(C(F)(F)F)cc1)C1CC(c2ccccc2C(F)(F)F)=NO1 (stereo not given) | 1 | 5 | -5 | -2 | -0.2 | 0 | 2 | -14 | -9
25 | CNc1nc2[nH]c(=O)c3c(c2s1)OC(N)=C(C#N)C3c1cccc(F)c1 (stereo not given) | 2 | -6 | 0 | -4 | 2.5 | 5 | -1 | 2 | -15
26 | CCCN1CCN(CCCNC(=O)CN2C(=O)COc3ccc(C(C)(C)C)cc32)CC1 | 2 | -23 | -8 | -9 | 0.8 | 4 | -11 | · | ·
27 | Cc1ccc(S(=O)(=O)N(C)CC(=O)N2CCCCCCC2)cc1 | 1 | 9 | -6 | 2 | 2.8 | 1 | 1 | -26 | -6
28 | Cc1ccc(C(=O)CSc2nnc3c4ccccc4nc(C(C)(C)C)n23)cc1 | 3 | -6 | -3 | -1 | -0.1 | 9 | -3 | -6 | -9
29 | Cc1[nH]c(=S)c(C#N)c(C)c1Cc1ccccc1 | 1 | -1 | -3 | -3 | 0.9 | 8 | -8 | -19 | -2
30 | CSc1cccc(NC(=O)C2CCCN(c3ncnc4c3nc3n4CCCCC3)C2)c1 (stereo not given) | 4 | -3 | -3 | 3 | 1.5 | 2 | 0 | -10 | -23
31 | Cc1c(CN(C)C)c2c(n1C)C(=O)c1ccc(Br)cc1-2 | 0 | -4 | -4 | -7 | -0.7 | -1 | -16 | -16 | -4
32 | COC(=O)c1ccc(C(=O)OC)c(NC(=O)COC(=O)c2ccc(OC)c(OC)c2OC)c1 | 2 | -9 | -5 | -9 | 0.2 | 10 | -9 | -8 | -4
33 | CCNc1nc2nonc2nc1NCC | 1 | 0 | 1 | 11 | 0.5 | 7 | -23 | -7 | -6
34 | COc1ccc(-c2nc(SCC(=O)Nc3c(F)cccc3F)n[nH]2)cc1 | 2 | 8 | -1 | -9 | 0.2 | 8 | -7 | -4 | 2
35 | Cc1ccc(NC(=O)c2ccc(CNc3c(N4CCC(C)CC4)c(=O)c3=O)cc2)cc1 | 0 | -8 | -2 | -6 | 0.2 | 7 | -10 | -19 | 3
36 | Cc1cc2ccccn2c1C(=O)c1nc(N2CCOCC2)ncc1Cl | -2 | -10 | -8 | 5 | 2.1 | -16 | 8 | -17 | -8
37 | O=C(CSc1nnnn1-c1ccc(Cl)cc1)NC1CCS(=O)(=O)C1 (stereo not given) | 1 | -5 | -4 | 12 | 0.5 | -6 | 8 | 15 | -2
38 | O=C(Cc1cccc2ccccc12)N/N=C/c1ccc2cccc(O)c2n1 | 2 | -9 | -2 | -10 | 3.7 | 3 | 1 | -12 | -22
39 | CCOC(=O)N1CCN(S(=O)(=O)/C=C/c2ccccc2)CC1 | 0 | -9 | -5 | 9 | 1.0 | 6 | -8 | -6 | 2
40 | CCN(CC)CCN1CCN(c2cncc(-c3cccc(N)c3)n2)CC1 | 0 | -17 | -9 | 2 | 0.2 | 4 | -13 | · | ·
41 | COc1ccc(-c2nc3c(-c4ccc(F)cc4)cnn3cc2C)cc1F | 0 | -16 | -3 | 0 | 0.4 | 6 | -1 | -18 | -6
42 | O=C(CNS(=O)(=O)c1ccc(Br)cc1)NCc1ccncc1 | 1 | -2 | -11 | 4 | 0.8 | 7 | -7 | -8 | -4
43 | O=C(NC(Cc1ccccc1)c1ccc2c(c1)OCCCO2)c1ccccc1 (stereo not given) | 2 | 14 | -5 | -3 | 0.6 | -2 | 0 | -1 | -7
44 | Cn1c(CN2CCOCC2)nnc1SCC(=O)Nc1ccc([N+](=O)[O-])cc1O | -1 | 2 | 1 | -23 | -0.2 | 24 | -12 | -14 | -9
45 | COCCNC(=O)c1ccc(CS(=O)(=O)c2ccccc2C)o1 | 0 | 4 | 0 | 6 | -0.1 | 11 | -10 | -1 | -9
46 | O=C1C(Cl)=C(NCC2CCCO2)C(=O)N1c1cccc(Cl)c1Cl (stereo not given) | 4 | -5 | 1 | -4 | 2.0 | 7 | -49 | -1 | -17
47 | CCNC(=S)N/N=C/c1cc(C)n(-c2ccc(Cl)cc2)c1C | 1 | -16 | -5 | 5 | 0.8 | -4 | 8 | -30 | -12
48 | COC(=O)c1cn(C(=O)c2ccc3c(c2)OCO3)c2ccccc12 | 0 | 4 | -4 | 5 | 0.5 | 4 | -7 | · | ·
49 | Cc1ccc2c(c1)c1nnc(SCC(=O)Nc3ccc(N(C)C)cc3)nc1n2CC(=O)O | 0 | -13 | 0 | -10 | 0.9 | 10 | -23 | -9 | 1
50 | CC(=O)c1cc2c(cc1NC(=O)Cn1cnc3ccccc3c1=O)OCO2 | 2 | 3 | -2 | -14 | 0.3 | 10 | -9 | -18 | 0
51 | Cc1ccccc1Nc1nc(N)nc(COC(=O)c2cccc(S(=O)(=O)N(C)c3ccccc3)c2)n1 | 7 | -3 | -7 | -4 | 4.2 | -2 | 7 | -3 | -2
52 | O=C(O)c1ccc(NCc2nc3ccccc3n2CCOc2ccccc2Cl)cc1 | 13 | -4 | -3 | -3 | 4.3 | 2 | -3 | 9 | -9
